# Screening data (PubChem BioAssay)
# Pf growth 48h = Primary qHTS for delayed death inhibitors of the malarial parasite plastid, 48 hour incubation; P. falciparum luciferase growth in erythrocytes, 48 h; Potency, µM (doses to about 28.7 µM), for the others: top-dose activity change, negative = inhibition, hits mostly inhibitors; actives 5.9% (n = 310,000); AID 504832, 2011; note: potency is the fitted concentration of half-maximal effect; % is set by controls: 0 for no effect and ±100 for the full control effect
#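 In quantitative HTS format, infected erythrocytes bearing luciferase-reporter parasites were treated for a single generation at 37 C. Luminescence after adding detection reagent served as the growth measure.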
# Shiga toxin inh = A qHTS for Small Molecule Inhibitors of Shiga Toxin; Vero cells, Shiga toxin protein synthesis inhibition reporter; inhibition, % at 38.7 µM; actives 9.2% (n = 290,000); in the data active = inhibition mostly above about 28%, no sharp cut-off; inactive = mostly below about 43%; note: 0% is about no effect
# CHX counter = Cycloheximide Counterscreen for Small Molecule Inhibitors of Shiga Toxin | cell reporter, cycloheximide protein synthesis inhibition counterscreen | max response, % | actives 12% (n = 300,000) | AID 2314, 2010; in the data active = max response mostly above about 13%, no sharp cut-off; inactive = mostly below about 14%; note: read at 38.3 µM for the half of the compounds with a filed dose; 0% is about no effect
# TbPYK inhibitor = qHTS of Trypanosoma Brucei Inhibitors; actives 0.12% (n = 410,000); Potency, µM (titrated, usually from 76.8 µM), without a hit: top-dose activity, negative = inhibition, hits mostly inhibitors; TbPYK enzyme, Kinase-Glo Plus ATP luminescence, 45 min; AID 624173, 2012; pyruvate kinase (Trypanosoma brucei), Q57TT1; note: potency is the fitted concentration of half-maximal effect; % is set by controls: 0 for no effect and ±100 for the full control effect; nearly all actives have a fitted effect of over 50% in size
#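 TbPYK + substrate in 50 mM TEA pH 7.2, 100 mM KCl, 10 mM MgCl2, 0.05% BSA, 0.01% Tween-20; cpd pinned; ADP 130 uM final; 45 min RT; Kinase-Glo Plus 10 min; luminescence endpoint.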
# Pf growth 96h = Primary qHTS for delayed death inhibitors of the malarial parasite plastid, 96 hour incubation. P. falciparum luciferase reporter growth, 96 h. Potency, µM (series often up to 28.7 µM), without a hit: top-dose activity change, negative = inhibition, usual class: inhibitors. actives 6.9% (n = 320,000). AID 504834, 2011; note: potency is the fitted concentration of half-maximal effect; % is set by controls: 0 for no effect and ±100 for the full control effect
#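 96 h incubation, 37 C, 5% CO2, of luciferase-reporter P. falciparum-infected RBCs (2% hematocrit, 0.05% parasitemia final) with test compounds; endpoint luminescence.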
# LmPK inh = qHTS Assay for Inhibitors of Leishmania Mexicana Pyruvate Kinase (LmPK); Q27686; purified LmPK, Kinase-Glo ATP luminescence, 1 h; Potency, µM (highest dose often 57.5 µM), for inactives: top-dose activity change, negative = inhibition, most hits filed as inhibitors; actives 0.37% (n = 290,000); AID 1721, 2009; note: potency is the fitted concentration of half-maximal effect; % is set by controls: 0 for no effect and ±100 for the full control effect
# Target sequence (Q27686 whole entry, looked up): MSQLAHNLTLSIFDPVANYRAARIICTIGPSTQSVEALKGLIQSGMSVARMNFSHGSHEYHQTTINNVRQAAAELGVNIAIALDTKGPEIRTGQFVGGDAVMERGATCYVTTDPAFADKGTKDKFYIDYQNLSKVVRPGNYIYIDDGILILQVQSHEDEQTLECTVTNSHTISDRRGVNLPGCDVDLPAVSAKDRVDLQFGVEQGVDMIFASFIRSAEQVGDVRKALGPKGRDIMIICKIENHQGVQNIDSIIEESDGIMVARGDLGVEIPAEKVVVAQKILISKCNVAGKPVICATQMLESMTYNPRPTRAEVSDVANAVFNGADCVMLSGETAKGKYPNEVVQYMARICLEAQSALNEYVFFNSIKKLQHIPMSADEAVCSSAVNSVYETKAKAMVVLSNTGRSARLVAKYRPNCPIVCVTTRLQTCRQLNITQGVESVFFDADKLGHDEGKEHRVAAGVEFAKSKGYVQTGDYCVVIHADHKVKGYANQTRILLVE
#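 Purified LmPK (0.1 nM) with 0.5 mM PEP and 0.1 mM ADP in imidazole buffer pH 7.2 with MgCl2/KCl, 1 h at room temperature. ATP formed was read by luciferase luminescence and normalized to no-enzyme and uninhibited controls.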
# AMA1-RON2 inh = qHTS for Inhibitors of AMA1-RON; Towards Development of Antimalarial Drug Lead: Primary Screen. Plasmodium falciparum AMA1 (3D7) - RON2 peptide interaction. Potency, µM (titrated, usually from 58.2 µM), inactives show at the highest dose activity change, negative = inhibition, actives largely listed as inhibitors. AlphaScreen AMA1-biotinylated RON2 peptide binding. actives 0.2% (n = 360,000). AID 720542, 2013;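 note: potency is the fitted concentration of half-maximal effect; 0% = vehicle wells and -100% = peptide control; nearly all actives have a fitted effect of over 45% in size; some results filed as inactive show a strong effect at the top dose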
#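 AMA1 (3D7) with his tag at 25 nM final met compounds first, then biotinylated RON2 peptide at 25 nM; detection used donor plus acceptor beads, 10 µg/mL apiece, read by AlphaScreen after 30 min at room temperature.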
# * = called active by the depositor; u = inconclusive; x = not tested or not shown; & = joins results of further samples; [ ] = dose if it differs, or a comment. Unless noted, calls come from the whole dose curve; as a rule, active = well fitted curve in the direction sought with a large enough effect; inconclusive = small, poorly fitted or top-dose-only effect, or another doubt; inactive = no such curve, though single readings can be large; an effect the other way counts as inactive or inconclusive.
SMILES,Pf growth 48h,Shiga toxin inh,CHX counter,TbPYK inhibitor,Pf growth 96h,LmPK inh,AMA1-RON2 inh
O=C(COC(=O)c1cccc(N2C(=O)c3ccccc3C2=O)c1)Nc1ccccc1,11%,-2,10,-8%,31%[activator],4%,3%
CCOc1ccc(Br)cc1/C(C)=N\NC1=NCCN1,u,-19,-6,0%,x,1%,1%
CN(C)S(=O)(=O)c1ccc(N2CCCC2)c(C(=O)NNC(=O)c2ccccc2)c1,7.4µM*,x,x,0%,u,x,28%
O=C(Nc1ccc(Oc2ccccc2)nc1)C1CCCCN1Cc1ccco1 (centres undefined),-14%,-21,0,3%,83%[activator],-11%,16%
CCOc1ccc(NC(=O)NCCN2C(C)CCCC2C)cc1 (centres undefined),x,-15,-3,-2%,x,3%,1%
CCN(CC)c1ccc2nc3ccc(N)cc3[n+](-c3ccccc3)c2c1,0.29µM*,x,x,u,u,x,20µM*
Cc1ccccc1NC1=NC2(CCCC2)N=C(N)N1,u,14,0,0%,u,-6%,-7%
CCC(=O)N(CCC1(C(C)C)CCOC(C)(C)C1)C(C)c1cccs1 (centres undefined),u,-7,10,-13%,u,2%,2%
C=CCOCC(O)Cn1c(N2CCCC2)nc2c1c(=O)n(C)c(=O)n2C (centres undefined),-17%,-8,-5,1%,u,0%,-3%
O=Cc1cc2ccccc2nc1SCc1ccc(Cl)cc1,8%,-25,-5,-10%,-12%,1%,0%
CC(NC(=O)COc1ccccc1)C(c1cccs1)N1CCCC1 (centres undefined),u,-7,11,-5%,u,6%,7%
COc1ccc(-c2[nH]ncc2CN(C)Cc2ccccn2)c(OC)c1,0%,21,1,-1%,13µM*,-1%,104%[activator]
CC1CC(C)CN(C(=O)COC(=O)c2cccc(S(=O)(=O)N(C)c3ccccc3)c2)C1 (centres undefined),12%,x,x,0%,15%,x,19%
CCCn1nnnc1SCC(=O)NC1CCCC1,33%[activator],-1,-2,-4%,-12%,-7%,16%
O=C(Nc1nccs1)c1cn(-c2ccccc2)nc1-c1ccccc1,x,23,5,-23%,x,-2%,-10%
CCOC(=O)c1ccc(N2C(=O)CC(N3CCC(C(=O)OCC)CC3)C2=O)cc1 (centres undefined),16%,-4,2,-3%,-20%,2%,5%
COC(=O)c1nc(NC(=O)c2ccc(C(C)(C)C)cc2)n[nH]1,51%[activator],11,5,3%,31%[activator],-12%,64%[activator]
CC(C)Nc1ccc(Nc2ccccc2)cc1,4.1µM*,x,x,u,2.6µM*,x,u
COc1ccc(N2CCN(S(=O)(=O)CCNC(=O)c3cccs3)CC2)cc1,1%,x,x,0%,70%[activator],x,12%
Cc1[nH]n(CCC#N)c(=O)c1CC(=O)N1CCN(c2ccccc2)CC1,u,-8,-4,3%,u,-1%,-1%
Cc1ccc(NCc2nnc(SCC(=O)Nc3nnc(C)s3)n2C)cc1,9%,14,5,-7%,8%,-1%,5%
O=S(=O)(Nc1ccccc1F)c1ccc(Cl)nc1,u,x,x,0%,9%,x,-3%
CCn1c2c(c(=N)c3c1CCC3)CCC2,0.47µM*,7,-6,2%,0.19µM*,-4%,-1%
Cc1ccc(CN2CCC(CNC(=O)C3CCCN(c4ncnc5c4nc4n5CCCCC4)C3)CC2)cc1 (centres undefined),u,-14,-4,-11%,5%,1%,5%
O=C(NC(Nc1ncccn1)C(=O)c1ccccc1)c1ccccc1 (centres undefined),37%,26,22,2%,-11%,-1%,9%

# Quoted from the listing:
# O=S(=O)(Nc1ccccc1F)c1ccc(Cl)nc1 – Pf growth 96h: 9%
# CC(C)Nc1ccc(Nc2ccccc2)cc1 – Pf growth 48h: 4.1µM*

# (more compounds)
SMILES,Pf growth 48h,Shiga toxin inh,CHX counter,TbPYK inhibitor,Pf growth 96h,LmPK inh,AMA1-RON2 inh
Cc1ccc(C)c(OCCCC(C)(C)C(=O)O)c1,20%&5%,5,3,-3%&4%,-5%&-7%,6%,-2%
COc1ccc(/C=C(/NC(=O)c2ccc([N+](=O)[O-])cc2)C(=O)NC(C)(C)C)cc1,4%,-8,11,5%,25%,1%,1%
CCOC(=O)/C=c1\s/c(=C\c2ccc(C(=O)OC)cc2)c(=O)n1CC(=O)Nc1ccccc1,u,-4,11,-2%,-4%,-2%,3%
Cc1ccc(-c2csc(NC(=O)CSc3nc4ccccc4c(=O)n3CCCN(C)C)n2)cc1,u,21,14,-3%,u,5%,26%
Cc1ccc(NC(=O)CN(C)C(=O)c2cccnc2Nc2cccc(C(F)(F)F)c2)cc1,u,17,-2,-1%,9.3µM*,-3%,-14%
COc1ccc(C(=O)NC2=NCCS2)c(OC)c1,95%[activator],42*,33*,-4%,-2%,-3%,26%
CCN(CC(=O)NCCc1ccccc1)S(=O)(=O)c1ccccc1,2%,5,11,-1%,u,3%,13%
Cc1csc(NC(=O)CSc2nncs2)n1,33%[activator],x,x,5%,22%,x,8%
Cn1c(C(=O)N2CCc3ccccc3C2)cc2oc3ccccc3c21,107%[activator],61*,38*,7%,12%,0%,-13%
Cc1ccc(NC(=O)COC(=O)c2ccc3c(c2)C(=O)N(CCc2ccccc2)C3=O)c(C)c1,12%,-3,-2,25%,12%,0%,5%
CCOC(=O)c1nn(-c2ccccc2)c(=O)c(C#N)c1C,x,18,-4,0%,15µM*,6%,18%
C/C(CC(=O)NCc1ccc(Cl)cc1)=N\NC(=O)COc1ccc(C)cc1Br,30%[activator],2,-1,1%,-1%,-4%,87%[activator]
CCC(=O)Nc1ccc(C(=O)CSc2nnc(-c3cccnc3)o2)cc1,2%,-20,-1,4%,u,-6%,-12%
CCOC(=O)c1c(-c2ccc3ccccc3c2)csc1NC(=O)CCCC(=O)O,-10%,x,x,-1%,-4%,x,4%
COc1cccc(C(=O)O/N=C(\N)c2ccncc2)c1OC,0%,27*,35*,4%,66%[activator],-11%,-2%
COC(OC)C12c3ccccc3C(c3ccccc31)C1C(=O)N(c3cccnc3)C(=O)C12 (centres undefined),u,-11,-1,-4%,u,3%,6%
O=C(NCCc1csc(-c2cccnc2)n1)c1cccs1,7%,1,1,7%,u,-2%,-2%
Cc1ccc(C)c(C(=O)CN2C(=O)NC3(CCCCCC3)C2=O)c1,u,x,x,2%,0%,x,-4%
C#CCOCCOCCOCCNc1nc(N2CCOCC2)nc(N2CCN(C(=O)[C@H]([C@@H](C)CC)n3cc([C@@H](N)CO)nn3)CC2)n1,u,-14,-1,5%,u,0%,4%
CCN(CC)CCCNc1cc2n(c(=O)n1)CCc1cc(OC)c(OC)cc1-2,-16%,12,-2,1%,u,3%,0%
O=C(Nc1c(C(=O)O)[nH]c2ccccc12)c1cccc(C(F)(F)F)c1,-1%,-2,1,0%,10%,2%,-8%
Cc1ccc2oc(NC(=O)N3CCOCC3)cc(=O)c2c1,u,-2,-3,3%,-26%,-4%,-9%
CN1C(=O)NC(=O)C(C)(C2=CCCCC2)C1=O (centres undefined),5%&0%,-12,-8,0%&2%&2%,21%&17%,x,-3%
CCCSc1nc(N)nc(-c2cccs2)c1C#N,54%[activator],84*,35*,-7%,-5%,-1%,4%
CCOC(=O)C1CCN(Cc2cnc(Oc3ccc(Cl)cc3C)s2)CC1,-10%,-2,-1,0%,31%[activator],-2%,-3%

# A second format for some results above:
molecule	Pf growth 48h	Shiga toxin inh	CHX counter	TbPYK inhibitor	Pf growth 96h	LmPK inh	AMA1-RON2 inh
O=C(NCCc1csc(-c2cccnc2)n1)c1cccs1	7%	1	1	7%	u	-2%	-2%
CCCSc1nc(N)nc(-c2cccs2)c1C#N	54%[activator]	84*	35*	-7%	-5%	-1%	4%
CCN(CC)CCCNc1cc2n(c(=O)n1)CCc1cc(OC)c(OC)cc1-2	-16%	12	-2	1%	u	3%	0%
COc1ccc(C(=O)NC2=NCCS2)c(OC)c1	95%[activator]	42*	33*	-4%	-2%	-3%	26%
CCN(CC(=O)NCCc1ccccc1)S(=O)(=O)c1ccccc1	2%	5	11	-1%	u	3%	13%

# Continued.
SMILES,Pf growth 48h,Shiga toxin inh,CHX counter,TbPYK inhibitor,Pf growth 96h,LmPK inh,AMA1-RON2 inh
c1ccc2c(c1)ccc1nnc(SCc3ccc4c(c3)OCO4)n12,x,41,24,-4%,u,14%,-18%
CCCN1C(=O)/C(=C/c2ccc(OCC(=O)OCC)cc2)NC1=S,u,-18,2,6%,-17%,3%,29%
CNC(=O)C(NC(=O)c1ccccc1)=C(C)C,3%,17,3,2%,-3%,-1%,10%
CC(=O)c1cnc2nc(SCc3ccc(C)cc3)nn2c1C,28%,x,-2,-2%,13µM*,-2%,1%
N#Cc1cc(C(=O)c2cc(Br)ccc2O)cn(Cc2ccccc2)c1=O,u,-11,8,-3%,u,8%,-5%
COCCN(CCOC)c1nc(N)c2c(N)nc3c(c2c1C#N)CC(=O)N3Cc1ccc(Cl)cc1,1.7µM*,-4,-2,-8%,2.6µM*,-2%,19%
COc1ccc(NS(=O)(=O)c2ccc(C)c(C(=O)N(C)CC(=O)Nc3cccc(OC)c3)c2)cc1,19%,x,x,-2%,11%,x,-1%
O=C(CN1C(=O)C2CC=CCC2C1=O)Nc1nnc(SCc2ccc(F)cc2)s1 (centres undefined),77%[activator],1,7,-1%,23%,1%,-17%
Cc1cc(C)nc(N/N=C/c2ccc(Cl)cc2)n1,-6%,32,13*,-4%,-9%,6%,63%[activator]
COc1ccc(/C=C2/C(=O)N(Cc3ccccc3)N=C2C)cc1,-4%,-4,2,1%,14%,-1%,-8%
COc1ccc(Cl)c2sc(N(CCN(C)C)C(=O)c3ccc4c(c3)OCCO4)nc12,-22%,x,x,2%,u,x,0%
CCOC(=O)c1c(NC(=O)c2ccc(Br)o2)sc2c1CCCC2,x,-8,-1,1%,u,1%,13%
CSc1nc(C(=O)N2CCCC(C(=O)c3ccc(Cl)cc3)C2)cs1 (centres undefined),18%,16,7,2%,u,12%,1%
O=C(OC1CCOC1=O)c1cccc(S(=O)(=O)N2CCc3ccccc3C2)c1 (centres undefined),16%,6,-3,-4%,u,10%,-4%
Nc1nonc1-n1nnc(C(=O)N/N=C/c2ccccc2)c1CN1CCc2ccccc21,u,-10,-6,2%,u,7%,23%
N#Cc1ccccc1NC(=O)c1ccccc1OCC(=O)NCc1ccco1,u,14,7,0%,x,-3%,28%
CCOc1ccc(CCNC(=O)c2cccc(NC3=NC4CS(=O)(=O)CC4S3)c2)cc1 (centres undefined),-1%,-4,-3,5%,114%[activator],-9%,9%
COc1ccc(CN(C)C(=O)Cn2ccc(NC(=O)OCc3ccccc3)nc2=O)cc1OC,-26%,x,x,-3%,-1%,x,-2%
COc1cc(-c2nc(-c3cccc(C(F)(F)F)c3)no2)cc(OC)c1OC,u,-9,-2,0%,12µM*,0%,-15%
Cc1ccc(-n2ncc(C#N)c2/N=C/N2CCCCCC2)cc1,u,19,-6,0%,52%[activator],3%,0%

# Rows are unselected; 21% or so of the library scored in one or more.
